# Ba/F3 V617F tox: lowers viability of Ba/F3 cells expressing EpoR and JAK2V617F; actives 1.1% (n = 220,000); inhibition, % at 5.6 µM; ATP luminescence;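 active = inhibition above the campaign mean plus 3 SD over all tested compounds, cut at about 24% in these data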;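 note: cytokine-independent growth of Ba/F3 cells driven by EpoR plus mutant JAK2; 0% = DMSO-treated cells and 100% = JAK inhibitor I control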
# BaF3 tox: reduces parental Ba/F3 cell viability, JAK2V617F counter-screen | CellTiter-Glo ATP luminescence | inhibition, % at 5.6 µM | actives 1.1% (n = 220,000);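 active = inhibition above a per-campaign cutoff, the mean inhibition of all tested compounds plus 3 SD, cut at about 27% in these data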;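 note: 0% = DMSO wells and 100% = JAK Inhibitor I control wells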
# RBBP9 inh: human RBBP9 hydrolase inhibition; O75884; recombinant RBBP9, FP-Rh probe fluorescence polarization; inhibition, % at 7.94 µM; actives 0.2% (n = 220,000); AID 1515;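 active = inhibition above the campaign mean of all tested compounds plus 3 SD, cut at about 14% in these data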;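 note: plate controls were DMSO wells with RBBP9 for no effect and wells lacking RBBP9 protein for full effect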
#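 Measured by: FP readout at 525/598 nm; material: recombinant human RBBP9; also added: Serine-hydrolase probe FP-Rh, 375 nM pre-mixing; medium: Tris buffer pH 8.0, NaCl, Pluronic; replication: one well per compound; doses: one concentration, 7.94 µM nominal, 0.794% DMSO; timing: preincubation 30 min plus labeling 45 min at 25 °C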
# S1P4 antag: antagonists of human S1P4 receptor. O95977. S1P4-expressing cells, antagonist mode, reporter read-out. inhibition, % at 4.98 µM. actives 0.26% (n = 220,000). AID 1510; in the data active = inhibition above about 29%;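 note: 0% = wells stimulated with agonist and 100% = vehicle wells without agonist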
# NPY-Y1 antag: blocks the human neuropeptide Y Y1 receptor | P25929 | HEK293-CNG Y1 cells, membrane potential fluorescence; NPY at EC95, then isoproterenol | inhibition, % at 3.6 µM | actives 1% (n = 200,000) | AID 1040;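 active = inhibition above the campaign mean inhibition of all tested compounds plus 3 SD, cut at about 20% in these data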;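 note: 0% = DMSO wells given NPY plus isoproterenol and 100% = isoproterenol alone without NPY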
#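 Benchmarks – high control isoproterenol alone, low control NPY with isoproterenol · Material – HEK293 Y1/CNG channel cell line · Times – dye 3 h, compound 60 min room temperature, stimulation 45 min · Probe or stimulus – NPY (25 nM), isoproterenol (1 µM), Ro 20-1724 (25 µM) · Evaluation – % inhibition of NPY effect · Signal – fluorescence, membrane potential probe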
# NPY-Y2 PAM-ag: potentiators or agonists of human neuropeptide Y receptor Y2; P49146; cells expressing NPY-Y2, potentiator/agonist read-out; activation, % at 3.6 µM; actives 0.45% (n = 220,000); AID 1359; in the data active = activation above about 27%;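 note: cells stimulated with NPY near EC25 plus isoproterenol at EC100; 0% = vehicle plus submaximal agonist and 100% = vehicle plus saturating agonist; some results beyond the cut were filed as inactive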
# Target sequence (P49146 whole entry, looked up): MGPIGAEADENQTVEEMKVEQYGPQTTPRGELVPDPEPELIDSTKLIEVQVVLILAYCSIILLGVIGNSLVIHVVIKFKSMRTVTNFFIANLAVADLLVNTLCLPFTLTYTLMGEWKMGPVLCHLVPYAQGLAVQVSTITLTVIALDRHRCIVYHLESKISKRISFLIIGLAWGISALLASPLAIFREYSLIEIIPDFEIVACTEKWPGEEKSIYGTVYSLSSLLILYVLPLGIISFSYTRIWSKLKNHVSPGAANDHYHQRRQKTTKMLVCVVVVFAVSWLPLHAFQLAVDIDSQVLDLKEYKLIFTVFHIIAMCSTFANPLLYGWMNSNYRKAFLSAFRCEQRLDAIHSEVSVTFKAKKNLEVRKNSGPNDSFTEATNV
# S1P4 agonist: activates the human S1P4 receptor. O95977. S1P4-expressing cell line, agonist reporter assay. activation, % at 4.98 µM. actives 0.35% (n = 220,000); in the data active = activation above about 11%;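 note: 0% = DMSO vehicle and 100% = reference agonist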
# Runt-CBFb FRET: Runt domain-CBFb interaction inhibition | Q01196+Q13951 | Cerulean-Runt/Venus-CBFb FRET ratio 530/480, 1 h | inhibition, % at 20 µM | actives 0.46% (n = 220,000) | AID 1496;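 active = inhibition over about 50% at 20 µM in the single-dose screen, limit read from the data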;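 note: 0% = DMSO wells and 100% = excess unlabeled CBFb competitor control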
# Target sequence (Q01196 whole entry, looked up, the tested form may be a part): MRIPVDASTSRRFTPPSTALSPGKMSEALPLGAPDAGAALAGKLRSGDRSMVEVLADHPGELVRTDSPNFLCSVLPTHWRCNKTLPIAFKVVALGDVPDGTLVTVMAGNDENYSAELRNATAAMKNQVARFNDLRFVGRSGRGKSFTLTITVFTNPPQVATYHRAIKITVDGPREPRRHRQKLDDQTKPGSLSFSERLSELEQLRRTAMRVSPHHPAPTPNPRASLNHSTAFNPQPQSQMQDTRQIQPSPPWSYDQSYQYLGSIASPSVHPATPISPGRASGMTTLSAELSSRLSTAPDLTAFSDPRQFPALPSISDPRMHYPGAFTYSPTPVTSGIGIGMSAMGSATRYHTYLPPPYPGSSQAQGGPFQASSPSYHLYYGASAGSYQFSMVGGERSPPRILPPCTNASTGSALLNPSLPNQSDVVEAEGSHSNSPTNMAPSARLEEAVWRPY
# Target sequence (Q13951 whole entry, looked up, the tested form may be a part): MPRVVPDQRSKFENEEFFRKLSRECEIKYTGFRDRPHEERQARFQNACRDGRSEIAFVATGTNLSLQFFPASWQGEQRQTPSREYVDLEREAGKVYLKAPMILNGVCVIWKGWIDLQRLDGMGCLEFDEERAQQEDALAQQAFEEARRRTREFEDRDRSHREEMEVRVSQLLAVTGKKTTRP
#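 System: Cerulean-labeled Runt domain protein | Quantity: 100 nM of each labeled protein | Schedule: 1 h compound exposure, room temperature | Detection: Fluorescence energy transfer, 422 nm excitation, 530/480 nm emission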
# NPY1 pot ag: potentiates or activates human NPY-Y1 receptor. P25929. NPY-Y1 expressing cells, potentiator/agonist activation. activation, % at 3.6 µM. actives 0.37% (n = 220,000). AID 1304; in the data active = activation above about 33%, passing the limit was not always enough;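 note: cells stimulated with NPY at EC10 then isoproterenol at EC100; 0% = low agonist plus stimulus and 100% = saturating agonist plus stimulus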
# The depositor's hits bear a star; nt = not tested or not shown.
canonical_smiles | Ba/F3 V617F tox | BaF3 tox | RBBP9 inh | S1P4 antag | NPY-Y1 antag | NPY-Y2 PAM-ag | S1P4 agonist | Runt-CBFb FRET | NPY1 pot ag
COc1ccc(C2C=C(c3ccccc3)Nc3ncnn32)cc1 (configuration not stated) | 2 | 2 | 1 | 5 | 5 | -3 | 1.6 | 18 | -12
COc1ccccc1C1NC(=O)NC(C)=C1C(=O)Nc1cccc(C)c1C (configuration not stated) | -5 | 0 | -3 | -9 | -3 | -9 | -0.2 | 2 | -8
Cc1ccc(C2=[N+]([O-])C3(CCCCC/C3=N\NC(N)=O)N(O)C2(C)C)o1 (configuration not stated) | 3 | 1 | -14 | -23 | 5 | -10 | 1.9 | 1 | -34
Cc1ccc(S(=O)(=O)NCCOC(=O)Nc2sc(=S)n(C)c2C)cc1 | 1 | 5 | -7 | 1 | -3 | -3 | -1.3 | 16 | 18
Cc1ccc(NC(=O)CNS(=O)(=O)c2cccs2)cc1F | 0 | 2 | -4 | 1 | -3 | -9 | 1.2 | -3 | 14
COc1ccc(NC(=O)C2CCCN(S(=O)(=O)c3cccnc3)C2)cc1 (configuration not stated) | -5 | -1 | -1 | -11 | 4 | 24 | -1.5 | 2 | 4
COc1ccc(-c2nnc(SCC(=O)NC(C)c3ccccc3)o2)cc1OC (configuration not stated) | 5 | 1 | 4 | 0 | 16 | -9 | 0.6 | -3 | 10
C/C(=N/NC(=O)CNC(=O)Cc1ccccc1)c1ccc(Cl)cc1 | 4 | -3 | -5 | 7 | nt | 9 | -0.6 | 2 | -8
CCOC(=O)C(/C(C)=N/NC(=O)c1ccccc1[N+](=O)[O-])C(C)C (configuration not stated) | 2 | 1 | 1 | -5 | -2 | -11 | 1.4 | 0 | 17
Cc1ccc(-n2nc3cc(C)c(NC(=O)c4cccnc4)cc3n2)cc1 | -7 | 1 | 1 | -4 | -4 | 11 | -1.1 | -3 | 0
O=C(/C=C/c1ccc([N+](=O)[O-])cc1)Nc1cccnc1 | 3 | 5 | -7 | 20 | 0 | 4 | 1.6 | -1 | 21
CC(=O)Nc1ccc(NS(=O)(=O)c2cn(C)c(=O)n(C)c2=O)cc1 | 2 | 9 | -8 | 1 | -3 | -20 | 1.1 | 0 | -6
Clc1cccc(NCc2nnc(SCc3ccccc3)o2)c1 | 0 | 2 | 3 | -5 | 1 | -12 | -0.2 | 0 | -17
CCC(C)N(C(=O)CSc1ccc(NC(C)=O)cc1)C1CCS(=O)(=O)C1 (configuration not stated) | -3 | -1 | 8 | -10 | -4 | 6 | 1.0 | 4 | 3
C=C(C)c1cccc(C(C)(C)NC(=O)N2CCN(c3ccccn3)CC2)c1 | -3 | 4 | -6 | -9 | 6 | 1 | 1.7 | 1 | -5
O=C(CN1c2ccccc2Sc2ccccc21)NNC(=O)Nc1ccc(Cl)cc1 | -1 | 1 | -9 | -1 | nt | 57* | 0.0 | -3 | 61*
CCN(CC)CCCN1C(=O)C(O)=C(C(=O)c2sc(C)nc2C)C1c1ccco1 (configuration not stated) | 3 | 2 | -7 | -8 | -3 | -3 | 1.4 | 2 | -9
NC(=O)C1(N2CCCCC2)CCN(C(=S)Nc2ccc(Cl)cc2)CC1 | -2 | 3 | -5 | 4 | 5 | 5 | -1.2 | 0 | 0
O=C(Cc1ccccc1)CC1(O)C(=O)Nc2ccccc21 (configuration not stated) | 0 | 2 | 3 | -1 | 3 | 24 | -1.0 | 1 | -16
CC(=O)c1c(N2CCN(Cc3ccc4c(c3)OCO4)CC2)nc(=S)n(-c2ccccc2)c1C | 4 | 7 | -7 | -6 | 1 | -2 | 0.3 | 6 | -14
CCC1C(=O)N=C(SCC(=O)Nc2nc3ccccc3s2)NC1=O (configuration not stated) | -3 | -1 | 6 | -28 | 4 | -2 | 1.6 | 2 | 13
N#Cc1ccc(/C=C(\C(=O)C(=O)O)c2ccc3ccccc3n2)cc1 | 4 | 2 | -11 | 6 | nt | -10 | 0.8 | 30 | -8
Cc1ccccc1OCC(=O)Nc1nnc(-c2ccncc2)s1 | 7 | 1 | -2 | -17 | nt | 7 | 2.2 | 1 | 5
CCOC(=O)C(C)Sc1nc2c(c(=O)[nH]c(=O)n2C)n1CCc1ccccc1 (configuration not stated) | -4 | 3 | -6 | -2 | -1 | -3 | 1.4 | 0 | -14
CC(Oc1ccc(Br)cc1)C(=O)NCc1ccccn1 (configuration not stated) | 3 | 3 | -6 | -10 | 2 | -6 | 1.5 | 0 | -1
NS(=O)(=O)c1ccc(CCNC(=O)CCCCCn2c(=S)[nH]c3ccc(Br)cc3c2=O)cc1 | 1 | 2 | -35 | -25 | 7 | -2 | 1.9 | -4 | -1
CCN(C(=O)Cc1c(C(=O)O)[nH]c2ccccc12)c1ccc(OC)cc1 | 0 | 6 | -6 | -15 | 3 | -7 | 1.5 | -1 | 5
Cc1oc2ccc(NS(=O)(=O)c3cccc4cccnc34)cc2c1C(=O)OC(C)C | -2 | 6 | -3 | -7 | 0 | -3 | 0.7 | 1 | 9
Cc1nc2cc3nc(C)sc3cc2s1 | -6 | 4 | -8 | -6 | 8 | 8 | 1.1 | 36 | 15
Cc1cc(-c2cccnc2)c(C#N)c(SCc2cccc(F)c2)n1 | 2 | 6 | -8 | -15 | 20 | -29 | 0.8 | -3 | -27

# Four entries drawn at random from those above, as already listed:
canonical_smiles | Ba/F3 V617F tox | BaF3 tox | RBBP9 inh | S1P4 antag | NPY-Y1 antag | NPY-Y2 PAM-ag | S1P4 agonist | Runt-CBFb FRET | NPY1 pot ag
COc1ccc(-c2nnc(SCC(=O)NC(C)c3ccccc3)o2)cc1OC (configuration not stated) | 5 | 1 | 4 | 0 | 16 | -9 | 0.6 | -3 | 10
C=C(C)c1cccc(C(C)(C)NC(=O)N2CCN(c3ccccn3)CC2)c1 | -3 | 4 | -6 | -9 | 6 | 1 | 1.7 | 1 | -5
C/C(=N/NC(=O)CNC(=O)Cc1ccccc1)c1ccc(Cl)cc1 | 4 | -3 | -5 | 7 | nt | 9 | -0.6 | 2 | -8
COc1ccccc1C1NC(=O)NC(C)=C1C(=O)Nc1cccc(C)c1C (configuration not stated) | -5 | 0 | -3 | -9 | -3 | -9 | -0.2 | 2 | -8

# More records:
canonical_smiles | Ba/F3 V617F tox | BaF3 tox | RBBP9 inh | S1P4 antag | NPY-Y1 antag | NPY-Y2 PAM-ag | S1P4 agonist | Runt-CBFb FRET | NPY1 pot ag
CCCC(=O)NCc1nc2ccccc2n1C | 1 | 6 | -8 | -10 | 1 | 3 | 0.8 | -3 | -9
O=C1CCCCC1C(O)c1ccc(Cl)cc1 (configuration not stated) | -1 | -3 | -1 | 5 | nt | -11 | -0.4 | -1 | -4
CC(C)(C)C(=O)Nc1nc2c(s1)CN(Cc1ccccc1)CC2 | 3 | 2 | -12 | -17 | -5 | 3 | 3.0 | 77* | 11
COc1cccc(C(=O)Nc2ccc(NC(=O)c3ccco3)nc2)c1 | 1 | 0 | 2 | -13 | 0 | -9 | 0.7 | -1 | -2
Cc1cccc(NC(=O)CCn2nc(C)cc2C)c1 | -3 | 7 | 4 | -10 | 0 | -5 | -0.4 | 1 | 1
Cn1c(SCC(=O)c2ccc(F)cc2)nnc1-c1cccnc1 | 0 | 4 | 0 | -1 | -1 | 3 | 0.0 | 1 | -10
COc1ccccc1N1CCN(C(=O)c2ccc([N+](=O)[O-])s2)CC1 | -1 | 3 | 6 | -18 | 1 | 13 | 3.2 | -1 | 22
Cc1ccc(S(=O)(=O)N2CCC(O)(c3cccnc3)CC2)cc1 | -3 | 4 | 2 | -7 | 3 | 2 | 0.6 | -2 | 14
c1ccc2c(CSc3nnc(-c4ccncc4)o3)cccc2c1 | 5 | 11 | -5 | -30 | 0 | -6 | 1.4 | -3 | -13
CCOC(=O)C(C)(C)n1nnc(-c2ccc([N+](=O)[O-])cc2)n1 | 0 | 5 | -1 | -1 | 2 | 3 | -0.8 | 2 | -4
O=C(N/C(=C\c1ccccc1Cl)C(=O)N1CCOCC1)c1ccc([N+](=O)[O-])cc1 | 0 | 4 | 0 | -11 | -4 | -15 | 3.2 | 2 | -1
CC1CCCN(c2ccc(C(=O)Nc3nnc(C4CC4)s3)cc2[N+](=O)[O-])C1 (configuration not stated) | 0 | 4 | -7 | -5 | 2 | -6 | -0.1 | -1 | -1
Nc1cc(=O)[nH]n1C1CCCC1 | 0 | 4 | -4 | -1 | -3 | 6 | -0.6 | 0 | -5
O=C(/C=C/c1ccc(S(=O)(=O)N2CCOCC2)cc1)NC(=S)Nc1ccc(N2CCOCC2)cc1 | -3 | 7 | -2 | -14 | 2 | 4 | 1.5 | -4 | 24
Cc1cc(Nc2ccc3c(c2)OCCO3)n2nc(C)nc2n1 | -3 | 7 | -12 | -4 | -2 | 8 | -1.3 | 4 | -6
CCOC(=O)c1cc(C(=O)c2cc(F)ccc2O)coc1=N | -2 | 2 | -1 | -8 | 11 | -9 | 0.0 | 5 | -9
Cc1ccc(S(=O)(=O)n2nc(OC(=O)c3cccs3)cc2N)cc1 | -3 | 4 | 2 | -6 | 3 | -9 | -1.9 | -1 | -10
Cc1nc(COc2cccc(Cl)c2)sc1C(=O)/C=C/N(C)C | -4 | 0 | 2 | 14 | nt | -16 | -1.6 | 2 | 1
O=C(O)C1CCCN1S(=O)(=O)c1ccc(Br)s1 (configuration not stated) (tested in a mixture with another compound) | -1 | 1 | -1 | 9 | 2 | -3 | -0.2 | 0 | 1
CCc1ccc(-c2c(C)sc(NC(=O)C3CCC3)c2C#N)cc1 | 0 | 6 | 9 | -7 | 2 | 3 | 1.9 | 4 | 8
NS(=O)(=O)c1ccc2nc(NC(=O)c3ccncc3)sc2c1 | 4 | 1 | -4 | -6 | -7 | 4 | -0.6 | 0 | -10
O=C(c1ccc(N2CCNCC2)cc1)c1cccnc1 | -3 | 3 | -12 | -19 | 2 | -3 | 1.1 | 0 | -2
Cc1ccc2c(c1)c1c(n2CC(O)CN2CCCCC2C)CCCC1 (configuration not stated) | 2 | 6 | -3 | 12 | nt | -15 | -1.0 | -2 | -10
COc1ccc(C(=O)n2nc(-c3ccccc3)nc2SC)cc1 | 0 | 4 | -7 | -10 | 2 | -5 | -0.9 | -1 | 25
COc1ccc([N+](=O)[O-])cc1NC(=S)NC(NC(=O)C(c1ccccc1)c1ccccc1)C(Cl)(Cl)Cl (configuration not stated) | 3 | 2 | -40 | -18 | -3 | 22 | -2.7 | 2 | 10
Cc1ccc(NC(=O)CSc2ccc(-c3ccccn3)nn2)cc1 | -4 | -1 | -8 | 8 | 0 | -13 | -0.7 | 1 | -21
O=C(c1ccccc1)n1ccc(-c2cnc(-c3ccccc3)s2)n1 | 1 | 3 | -5 | -8 | 3 | 5 | -0.8 | -2 | -14

# Just S1P4 agonist and BaF3 tox (2 entries from above):
structure,S1P4 agonist,BaF3 tox
Cc1cc(Nc2ccc3c(c2)OCCO3)n2nc(C)nc2n1,-1.3,7
CCOC(=O)c1cc(C(=O)c2cc(F)ccc2O)coc1=N,0.0,2

# Compound activity as filed in PubChem.
